From PubChem
L3MBTL1 inh: qHTS Assay for the Inhibitors of L3MBTL1; AlphaScreen L3MBTL1–H3K9me1 peptide binding; Potency, µM (titrated, usually from 57.1 µM), for inactives: at the highest dose activity, negative = inhibition, hits mostly inhibitors; 230,000 tested, 0.66% active; further: potency means the concentration at half of the fitted maximal effect; on the % scale 0 is the no-effect control and ±100 the full control effect; nearly all actives have a fitted effect of over 60% in size
Target sequence (Q9Y468 whole entry, looked up): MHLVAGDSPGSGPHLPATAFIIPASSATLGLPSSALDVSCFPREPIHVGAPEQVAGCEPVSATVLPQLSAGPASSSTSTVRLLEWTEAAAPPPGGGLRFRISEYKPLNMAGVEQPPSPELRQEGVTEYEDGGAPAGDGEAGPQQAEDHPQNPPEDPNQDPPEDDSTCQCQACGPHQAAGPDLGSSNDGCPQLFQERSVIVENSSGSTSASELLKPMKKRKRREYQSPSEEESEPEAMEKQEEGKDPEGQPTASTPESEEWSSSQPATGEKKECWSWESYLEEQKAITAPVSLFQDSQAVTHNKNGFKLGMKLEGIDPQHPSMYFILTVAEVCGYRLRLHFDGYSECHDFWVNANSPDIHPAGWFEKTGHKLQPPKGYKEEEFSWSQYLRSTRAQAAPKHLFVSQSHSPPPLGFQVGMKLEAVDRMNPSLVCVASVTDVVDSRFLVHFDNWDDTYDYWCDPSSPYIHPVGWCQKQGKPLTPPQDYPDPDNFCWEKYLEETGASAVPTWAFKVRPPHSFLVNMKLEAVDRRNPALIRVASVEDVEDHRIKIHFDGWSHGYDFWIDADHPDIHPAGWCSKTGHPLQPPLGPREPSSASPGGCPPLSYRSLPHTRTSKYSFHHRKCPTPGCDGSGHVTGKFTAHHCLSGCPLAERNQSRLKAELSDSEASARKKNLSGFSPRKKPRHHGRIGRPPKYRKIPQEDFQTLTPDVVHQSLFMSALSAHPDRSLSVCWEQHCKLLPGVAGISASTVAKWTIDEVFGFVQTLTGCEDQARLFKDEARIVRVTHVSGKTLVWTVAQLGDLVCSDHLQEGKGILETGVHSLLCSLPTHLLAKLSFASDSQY
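L3MBTL1 (50 nM) pre-complexed 30 min with biotinylated H3(1-15)K9me1 peptide (75 nM), then compounds added for 30 min at room temperature; AlphaScreen streptavidin donor/nickel chelate acceptor beads (10 ug/mL final) read after 30 min dark incubation.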
IMPase Li inh: qHTS Assay for Identifying the Cell-Membrane Permeable IMPase Inhibitors: Potentiation with Lithium; CHO-M1 cells, IP1 TR-FRET (IP-One), carbachol + lithium; Potency, µM (highest dose often 59.4 µM), inactives show at the highest dose activity, negative = IMPase inhibition, actives largely listed as inhibitors; 210,000 tested, 0.35% active;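 further: IP1 builds up when IMPase is blocked and the TR-FRET signal falls; potency means the concentration at half of the fitted maximal effect; plate controls were basal vehicle for no effect and high inhibitor control for full effect; nearly all actives have a fitted effect of over 50% in size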
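Lithium-sensitised IP1 accumulation assay; M1-expressing CHO cells treated 30 min at 37C with compound. Competitive antibody detection by time-resolved FRET followed a 10 min room-temperature lysis step.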
KinaseGlo FLuc: Counterscreen for Luciferase (Kinase-Glo TM) Inhibition; 200,000 tested, 0.28% active; Luciferin 4-monooxygenase (Photuris pensylvanica), Q27757; Kinase-Glo luciferase, ATP luminescence, 8 min; AID 1379, 2008; Potency, µM (highest dose often 38.3 µM), for inactives: at the highest dose activity change, negative = inhibition, most hits filed as inhibitors; further: potency means the concentration at half of the fitted maximal effect; on the % scale 0 is the no-effect control and ±100 the full control effect; nearly all actives have a fitted effect of over 60% in size
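Light output from Kinase-Glo luciferase with luciferin and 10 uM ATP in 50 mM imidazole pH 7.2, KCl, MgCl2, Tween 20, BSA; compound pin-delivered, 8-min ambient incubation, then luminescence read.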
CBFb RUNX1 block: qHTS Assay for Compounds Blocking the Interaction Between CBF-beta and RUNX1 for the Treatment of Acute Myeloid Leukemia; AlphaScreen CBFb-His/RUNX1-biotin binding, biochemical; Potency, µM (top dose mostly 59.8 µM), without a hit: at the top dose activity, negative = inhibition, most hits filed as inhibitors; 230,000 tested, under 10 active; further: % of control where 0% means no effect
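His-tagged CBF-beta and biotinylated RUNX1 (30 nM each) were premixed 20 min at room temperature, exposed to compound for 15 min, then given nickel-chelate and streptavidin AlphaScreen beads (50 ng each). After 90 min, AlphaScreen signal was read.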
NPSR antagonist: qHTS Assay for Antagonists of the Neuropeptide S Receptor: cAMP Signal Transduction; CHO-NPSR cells, cAMP TR-FRET, antagonist mode; AID 1461, 2008; Q6W5P4; Potency, µM (doses to about 38.3 µM), for inactives: at the top dose activity change, negative = inhibition, hits mostly inhibitors; 220,000 tested, 1% active; further: potency means the concentration at half of the fitted maximal effect; on the % scale 0 is the no-effect control and ±100 the full control effect; nearly all actives have a fitted effect of over 50% in size; many of its hits are not listed in these tables
Epigenetic reg: Quantitative High-Throughput Screen for Regulators of Epigenetic Control. murine LDR cells, GFP reporter derepression, 30 h. Potency, µM (highest dose often 53.9 µM), inactives show at the top dose GFP activation, most hits filed as activators. 280,000 tested, 0.2% active. AID 1865, 2009; further: potency means the concentration at half of the fitted maximal effect; % of control where 0% means no effect; nearly all actives have a fitted effect of over 60% in size
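Murine LDR cells carrying a silenced, genomically integrated CMV-driven GFP reporter were exposed to compound for 30 hours at 37 C. After PBS washes, GFP-positive cells (20–120 um objects) were counted by laser-scanning microplate cytometry.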
HttQ103 aggreg: qHTS Multiplex Assay to Identify Dual Action Probes in a Cell Model of Huntington: Aggregate Formation (GFP). PC12 HttQ103-GFP aggregates, Acumen cytometry, 40 h. Potency, µM (highest dose often 46.1 µM), inactives show top-dose activity change, negative = inhibition, usual class: inhibitors. 220,000 tested, 1.1% active; further: potency means the concentration at half of the fitted maximal effect; on the % scale 0 is the no-effect control and ±100 the full control effect; nearly all actives have a fitted effect of over 60% in size
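Inducible Q103 Huntingtin exon 1–GFP PC12 line, 1500 cells/well in phenol red free DMEM with 5% equine and 5% calf serum. Tebufenozide 100 nM induced expression; compounds titrated; aggregates quantified by cytometry.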
Active calls of the source: *; ? = inconclusive; nt = not tested or not shown; & = joins results of further samples; ! = not confirmed by another sample; [ ] = remark or other dose. The call rests on the fitted dose curve; in most records, active means well fitted curve in the direction sought with a large enough effect; inconclusive means small, poorly fitted or top-dose-only effect, or another doubt; inactive means no such curve, though single readings can be large; an effect the other way counts as inactive or inconclusive. This is a subset; count on the stated rates, not on these rows.

SMILES	L3MBTL1 inh	IMPase Li inh	KinaseGlo FLuc	CBFb RUNX1 block	NPSR antagonist	Epigenetic reg	HttQ103 aggreg
CNC(=S)N1N=C(c2ccc(Br)cc2)CC1c1ccc(Br)cc1 (stereo unspecified)	nt	4.3%[38.3 µM]	-1.3%	-8.9%	?	3.3%	-15.7%
COc1ccc2c(=O)c(-c3ccccc3)coc2c1	-5.5%	-7.2%	2.82µM*!	20.6%[21.7 µM]	-12.0%	-3.7%&3.7%	3.2%
O=C(/C=C/c1ccco1)N(Cc1ccc(Cl)cc1)C1CCS(=O)(=O)C1 (stereo unspecified)	-6.8%	nt	nt	-1.5%	-4.9%	-1.9%	17.8%[9.22 µM]
COc1ccccc1CNC(=O)C1CC(c2ccccc2C(F)(F)F)=NO1 (stereo unspecified)	nt	nt	nt	4.9%	1.5%	-1.7%	5.4%[9.22 µM]
COC(=O)c1ccc(C(/C=C/[C@@H](C)C(=O)N[C@H](C)CO)NC(=O)OCc2ccccc2)cc1 (stereo partly specified)	nt	-0.3%	0.1%	7.9%	nt	3.5%	nt
CCCCC(C(=O)O)C(C)CC(=O)Nc1cccc(C(=O)O)c1 (stereo unspecified)	4.1%	nt	nt	-2.3%	-6.2%[46.1 µM]	-5.5%	-7.4%
NNC(=O)c1ccc(-c2ccccc2F)cc1	42.9%[activator]	nt	nt	-4.6%	-31.9%	-0.1%	8.5%[9.22 µM]
O=C(Cc1ccc(-n2c(=O)c3ccccc3n(Cc3cccc([N+](=O)[O-])c3)c2=O)cc1)NCC1CCCO1 (stereo unspecified)	4.1%	6.2%	4.2%	-6.3%	1.5%	-1.0%	6.9%
OCCOCCNc1ncnc2nc[nH]c12	3.4%	21.0%[38.3 µM]	-1.8%	14.3%	5.2%[46.1 µM]	0.0%	-25.2%
CCNc1cc(=O)n(C)c(=O)n1C	1.7%	-0.9%[38.3 µM]	0.0%	3.0%	8.9%[46.1 µM]	0.0%	-10.6%
CCOC(=O)CSc1nnc(CNC(=O)c2cccs2)n1-c1cc(C)ccc1C	12.7%	nt	nt	2.0%	-2.8%[46.1 µM]	3.1%	1.6%
O=C(c1ccco1)N1CCN(Cc2nc3cc(Cl)ccc3c(=O)[nH]2)CC1	13.6%	2.2%	-0.8%	1.9%	-8.6%	0.2%	23.3%
CC(=O)N1CCc2cc(S(=O)(=O)NCCN3CCC(C)CC3)ccc21	nt	13.8%[38.3 µM]	-2.2%	1.1%	-6.4%[46.1 µM]	0.8%	18.1%
COc1ccc(NC(=O)c2cccnc2)c([N+](=O)[O-])c1	13.1%	9.5%	0.4%	-0.8%	-5.3%	2.1%	-25.1%
Cc1ccc(NC(=S)N2CCN(C(=O)C3CCCO3)CC2)c(C)c1 (stereo unspecified)	-0.5%	-1.8%[38.3 µM]	0.3%	-8.4%	-3.4%[46.1 µM]	-1.3%	7.8%
O=C(NCc1cccnc1)c1cccc(-c2cc3ccccc3oc2=O)c1	-20.6%	13.1%	3.0%	0.1%	-20.3%	-0.9%[10.1 µM]	7.9%[9.22 µM]
NS(=O)(=O)c1ccc(CCNC(=O)c2cccc(OC(F)F)c2)cc1	nt	-5.9%	nt	3.3%	0.9%	-1.3%	1.1%
Cc1ccc2nc(C(Cl)(Cl)Cl)nc(N/N=C/c3ccncc3)c2c1	nt	-3.1%	nt	3.7%	-9.6%	8.1%	12.7%
Nc1nnc(SCc2coc(-c3ccc(Cl)cc3)n2)s1	nt	6.5%[38.3 µM]	2.2%	-1.4%	?	-0.1%	-12.3%
CN(C)CCCNc1c2c(nc3cc(-c4cccc(F)c4)nn13)CCC2	-2.4%	22.1%	0.3%	7.6%	-3.3%	3.2%	-6.0%[9.22 µM]
O=C1c2cnc3ncnn3c2CC2c3ccccc3CCN12 (stereo unspecified)	19.7%	?	-0.9%	23.1%	-4.7%	0.7%	-5.3%
Nc1ccc(C(=O)O)cc1S(=O)(=O)O	9.3%	nt	nt	5.6%	-17.9%[7.67 µM]	-0.3%	5.3%[9.22 µM]
CC1=C(C(=O)OCC(C)C)C(c2cc3c(cc2Br)OCO3)NC(=O)N1C (stereo unspecified)	3.1%	24.9%[38.3 µM]	-1.1%	-2.3%	-18.7%[46.1 µM]	0.0%	-9.8%
Cc1cccc(CSC2=NCCN2C(=O)C2CC2)c1	1.2%	-16.7%[38.3 µM]	1.4%	4.9%	-15.5%[46.1 µM]	-1.9%	1.7%
COC(=O)C1=C(C)N(CCc2ccccc2)C(=O)C1	-0.3%	1.4%[38.3 µM]	-0.6%	-1.4%	-11.6%[46.1 µM]	-4.2%	25.6%
Carrying on:
SMILES	L3MBTL1 inh	IMPase Li inh	KinaseGlo FLuc	CBFb RUNX1 block	NPSR antagonist	Epigenetic reg	HttQ103 aggreg
Cn1c(O)c(C=NCC2CCNCC2)c(=O)n(C)c1=O	8.3%[11.4 µM]	7.8%	1.2%	2.4%	11.9%	-1.0%	-9.0%
CS(=O)(=O)N1CCCC(C(=O)NCCc2ccc(Cl)cc2)C1 (stereo unspecified)	0.4%	0.9%[38.3 µM]	-1.9%	3.0%	4.2%[46.1 µM]	1.3%	7.1%
Cc1cc(=O)n2c(n1)NC(=NCc1ccccc1)NC2c1ccccc1 (stereo unspecified)	6.1%	nt	nt	-10.0%	-7.2%	1.6%	-10.1%[9.22 µM]
c1ccc2c(c1)NCCS2	-19.0%	2.5%	-1.5%	0.1%	-4.3%	0.0%	21.6%[9.22 µM]
O=C(ON=C1CCN(S(=O)(=O)c2ccccc2)CC1)c1ccccc1	2.1%	4.2%[38.3 µM]	-6.8%	1.5%	-1.8%[46.1 µM]	0.0%	-7.7%
CCn1ccc(C(=O)Nc2ccccc2SC)n1	10.5%	-0.3%	-5.3%	13.0%	4.7%	-1.5%	17.3%
COc1ccc2c(c1)c(C(=O)CN1CCC(C(N)=O)CC1)c(C)n2C	3.9%	5.1%[38.3 µM]	-2.3%	5.3%	1.3%[46.1 µM]	-1.1%	3.9%
CC1(C)C2CC=C(/C=N/n3cnnc3)C1C2 (stereo unspecified)	-4.1%	1.5%[38.3 µM]	-6.0%	3.1%	-8.5%[46.1 µM]	-2.9%	-4.2%
COCCn1c(-c2cc(OC)c(OC)c(OC)c2)nc2nc3ccccc3nc21	nt	7.7%[38.3 µM]	-6.6%	-13.6%	5.5%[46.1 µM]	-1.0%	2.5%
CCOC(=O)Cc1csc(NC(=S)NC(=O)c2cc(OC)c(OC)c(OC)c2)n1	nt	nt	nt	11.2%	2.2%	-3.4%	-8.1%[9.22 µM]
Cn1nc(C(F)(F)F)c(C(=O)Nc2ccc(F)cc2)c1Cl	nt	-1.0%	1.2%	-1.3%	-6.0%	1.7%	2.0%
CCC(C)(C)n1c(=O)[nH]c2c(c1=O)CCC2	2.1%	nt	nt	?	-1.7%[46.1 µM]	-3.9%	2.0%
CCOC(=O)c1c(-c2ccc(OC)cc2)csc1NC(=O)CSc1ccccc1	nt	46.7%[activator][38.3 µM]	-1.3%	8.2%	-26.2%[46.1 µM]	-0.8%	-17.0%
Cc1ccc2nsnc2c1NC(=O)CCc1ccccc1	-4.2%	6.5%	2.6%	7.3%	6.3%	0.0%	-0.6%
O=c1c2ccccc2ncn1Cc1nc2ccccc2s1	0.2%	-0.6%[38.3 µM]	-2.3%	-1.7%	-4.6%[46.1 µM]	-1.6%	10.1%
CCCCNC(=O)c1ccc2c(OCC)n(CCCC)nc2c1	4.5%	-7.1%[38.3 µM]	-2.4%	2.1%	-8.0%[46.1 µM]	-1.1%	0.0%
CN(C)/C=N/c1c(C(=O)NCc2ccccc2)nnn1Cc1ccccc1	0.5%	-1.0%[38.3 µM]	0.0%	8.1%	?	-0.9%	-18.4%
CCOc1ccc(CCNC(=O)COC(=O)/C=C/c2ccc(OCC#N)c(OC)c2)cc1OCC	0.7%	6.6%	1.2%	3.4%	2.5%	0.1%	-1.3%
CCOc1ccccc1N(CC(=O)N/N=C(\C)c1cccc(Br)c1)S(C)(=O)=O	2.6%	2.8%	0.7%	-0.1%	-13.3%	4.7%[10.1 µM]	4.1%[9.22 µM]

Part of the list above in order of molecular weight, lowest first:
SMILES	L3MBTL1 inh	IMPase Li inh	KinaseGlo FLuc	CBFb RUNX1 block	NPSR antagonist	Epigenetic reg	HttQ103 aggreg
c1ccc2c(c1)NCCS2	-19.0%	2.5%	-1.5%	0.1%	-4.3%	0.0%	21.6%[9.22 µM]
CC1(C)C2CC=C(/C=N/n3cnnc3)C1C2 (stereo unspecified)	-4.1%	1.5%[38.3 µM]	-6.0%	3.1%	-8.5%[46.1 µM]	-2.9%	-4.2%
CCn1ccc(C(=O)Nc2ccccc2SC)n1	10.5%	-0.3%	-5.3%	13.0%	4.7%	-1.5%	17.3%
O=c1c2ccccc2ncn1Cc1nc2ccccc2s1	0.2%	-0.6%[38.3 µM]	-2.3%	-1.7%	-4.6%[46.1 µM]	-1.6%	10.1%
Cc1ccc2nsnc2c1NC(=O)CCc1ccccc1	-4.2%	6.5%	2.6%	7.3%	6.3%	0.0%	-0.6%
COc1ccc2c(c1)c(C(=O)CN1CCC(C(N)=O)CC1)c(C)n2C	3.9%	5.1%[38.3 µM]	-2.3%	5.3%	1.3%[46.1 µM]	-1.1%	3.9%
CS(=O)(=O)N1CCCC(C(=O)NCCc2ccc(Cl)cc2)C1 (stereo unspecified)	0.4%	0.9%[38.3 µM]	-1.9%	3.0%	4.2%[46.1 µM]	1.3%	7.1%
CN(C)/C=N/c1c(C(=O)NCc2ccccc2)nnn1Cc1ccccc1	0.5%	-1.0%[38.3 µM]	0.0%	8.1%	?	-0.9%	-18.4%
CCOC(=O)c1c(-c2ccc(OC)cc2)csc1NC(=O)CSc1ccccc1	nt	46.7%[activator][38.3 µM]	-1.3%	8.2%	-26.2%[46.1 µM]	-0.8%	-17.0%
CCOc1ccccc1N(CC(=O)N/N=C(\C)c1cccc(Br)c1)S(C)(=O)=O	2.6%	2.8%	0.7%	-0.1%	-13.3%	4.7%[10.1 µM]	4.1%[9.22 µM]
CCOc1ccc(CCNC(=O)COC(=O)/C=C/c2ccc(OCC#N)c(OC)c2)cc1OCC	0.7%	6.6%	1.2%	3.4%	2.5%	0.1%	-1.3%
